NSD2 inh = NSD2 histone methyltransferase inhibitors, primary screen, biochemical, AlphaScreen, single concentration, set 2; 310,000 tested, 0.54% active; Histone-lysine N-methyltransferase NSD2 (Homo sapiens), O96028; NSD2 peptide methylation, 120 min; inhibition, % at 12.5 µM; in the data active = inhibition above about 50%
Rtt109 Vps75 = inhibitors of C. albicans Rtt109/Vps75 HAT, primary screen, biochemical, ThioGlo CoA-SH fluorescence, plate reader. AID 540336, 2011. Histone acetyltransferase RTT109 (Candida albicans (strain SC5314 / ATCC MYA-2876)), …. 330,000 tested, 0.16% active. purified Rtt109/Vps75, 4 h. inhibition, % at 34.9 µM;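 active = inhibition of at least 50% in every replicate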
Target sequence (Q5AAJ8 whole entry, looked up): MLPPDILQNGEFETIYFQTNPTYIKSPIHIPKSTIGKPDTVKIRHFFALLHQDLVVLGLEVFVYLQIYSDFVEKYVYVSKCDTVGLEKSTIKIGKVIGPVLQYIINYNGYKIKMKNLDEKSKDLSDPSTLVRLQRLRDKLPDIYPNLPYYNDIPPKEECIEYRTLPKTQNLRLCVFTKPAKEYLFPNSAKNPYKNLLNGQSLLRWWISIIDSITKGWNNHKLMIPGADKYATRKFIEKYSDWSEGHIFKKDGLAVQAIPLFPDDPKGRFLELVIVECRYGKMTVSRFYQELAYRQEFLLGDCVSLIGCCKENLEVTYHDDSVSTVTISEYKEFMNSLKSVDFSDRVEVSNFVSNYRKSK
SR-BI uptake up = activators of SR-BI mediated DiI-HDL uptake, primary screen, ldlA[mSR-BI] CHO cells, DiI fluorescence | 320,000 tested, 0.096% active | activation, % at 12.5 µM | AID 504775, 2011 | 3 h; 100 = double the neutral-control signal;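 active = mean replicate activation of at least 60% and every replicate at or above 60%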;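 also: 0% = median plate neutral-control signal and 100% = twice that signal; values of inactives mirror those of a sister screen read the other way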
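system = CHO ldlA[mSR-BI] cells, LDL receptor-null, SR-BI overexpressing | medium = Ham's F12 with 0.5% BSA, HEPES 25 mM, pH 7.4 | probe or stimulus = DiI-HDL 10 µg/mL | compound dosing = single-point compound dose | incubation = compound exposure 3 h, 37 °C | technique = DiI fluorescence, bottom read | read-out = cell-associated DiI fluorescence as measure of HDL uptake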
MITF act = activators of MITF-driven TRPM1 promoter reporter, primary screen, cell-based, SK-MEL-5, luciferase, single point; SK-MEL-5 TRPM1-promoter luciferase, 24 h; % of positive control, neutral wells = 0; activation, % at 12.5 µM; 300,000 tested, 0.75% active;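 active = mean activation of at least 80% with every replicate also reaching 80%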;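 also: 0% = neutral control wells and 100% = parthenolide positive control wells; values of inactives mirror those of a sister screen read the other way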
PvdQ inh = P. aeruginosa PvdQ acylase inhibitors, primary screen, biochemical, fluorescence, plate reader and imaging, single point. PvdQ acylase [Pseudomonas aeruginosa LESB58]. purified PvdQ acylase. inhibition, % at 10 µM. 340,000 tested, 0.063% active. AID 488965, 2010; in the data active = inhibition above about 30%, passing the limit was not always enough;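 also: 0% = vehicle neutral wells and 100% = reference inhibitor wells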
dFosB activator = activators of delta FosB homodimer, primary screen, biochemical, fluorescence polarization, TAMRA-CDK5 oligo, single point | purified delta FosB; percent of positive-control signal above neutral wells | activation, % at 25 µM | 340,000 tested, 0.99% active | AID 493131, 2011;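 active = mean activation above about 17%, with every replicate also reaching it, limit read from the data, passing the limit was not always enough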;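 also: fluorescence polarization rise as delta FosB binds a TAMRA Cdk5 AP-1 oligo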
CAL PDZ FP-1 = untagged CAL PDZ binding inhibitors, primary screen, biochemical, fluorescence polarization, HTS. 300,000 tested, 0.92% active. purified CAL PDZ, TMR-peptide fluorescence polarization, 1 h. Golgi-associated PDZ and coiled-coil motif-containing protein (Homo sapiens), Q9HD26. AID 602252, 2012. inhibition, % at 24.9 µM;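 active = mean inhibition of at least 30% with at least half of replicates also reaching 30%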;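 also: 0% = DMSO neutral control and 100% = excess unlabeled competitor peptide PRC23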
SR-BI DiI inh = inhibitors of SR-BI mediated HDL lipid uptake, primary screen, ldlA[mSR-BI] cells, fluorescence, single point; Scavenger receptor class B member 1 (Mus musculus), Q61009; ldlA[mSR-BI] CHO cells, DiI-HDL uptake fluorescence, 3 h; inhibition, % at 12.5 µM; 320,000 tested, 0.96% active; AID 488896, 2010;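 active = mean replicate inhibition of at least 70% and a set share of replicates each scoring 70 or more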;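 also: 0% = median of neutral control wells and 100% = median of positive control wells; values of inactives mirror those of a sister screen read the other way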
Target sequence (Q61009 whole entry, looked up): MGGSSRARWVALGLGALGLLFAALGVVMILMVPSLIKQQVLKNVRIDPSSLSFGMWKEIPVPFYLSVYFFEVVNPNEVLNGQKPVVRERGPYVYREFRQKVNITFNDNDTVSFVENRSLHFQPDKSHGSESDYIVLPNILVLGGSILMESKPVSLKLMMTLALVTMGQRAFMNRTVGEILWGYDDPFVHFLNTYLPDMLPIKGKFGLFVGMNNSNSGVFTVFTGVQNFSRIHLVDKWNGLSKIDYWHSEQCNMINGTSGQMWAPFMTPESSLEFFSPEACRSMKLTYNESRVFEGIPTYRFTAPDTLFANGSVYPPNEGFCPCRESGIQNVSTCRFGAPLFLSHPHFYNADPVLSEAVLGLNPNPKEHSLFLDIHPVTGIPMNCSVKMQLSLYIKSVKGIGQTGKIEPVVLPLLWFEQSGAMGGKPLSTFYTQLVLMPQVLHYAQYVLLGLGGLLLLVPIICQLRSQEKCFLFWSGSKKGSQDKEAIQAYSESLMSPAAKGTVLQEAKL
PfHsp90 set2 = growth inhibition of PfHsp90-expressing yeast, primary screen, antimalarial PfHsp90 inhibitor project, S. cerevisiae, BacTiter-Glo luminescence, single point, set 2. BacTiter-Glo ATP, 48 h; yeast lacking PDR1 and PDR3 efflux regulators. inhibition, % at 9.4 µM. 310,000 tested, 0.32% active;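 active = every replicate shows inhibition above about 80%, whatever the replicate mean, limit read from the data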;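 also: 0% = DMSO neutral controls and 100% = 20 µM radicicol positive controls; yeast relying on Plasmodium falciparum Hsp90 in place of its own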
CAL PDZ FP-2 = CAL PDZ peptide-binding inhibitors, primary screen, biochemical, fluorescence polarization, Cer-tagged CAL PDZ, HTS. purified CAL PDZ, TMR-peptide fluorescence polarization, 1 h. inhibition, % at 20 µM. 330,000 tested, 0.02% active. AID 504414, 2011;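 active = highest replicate inhibition of at least 40%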;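 also: plate controls were DMSO neutral control wells for no effect and unlabeled competitor peptide control wells for full effect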
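Test system: tagged CAL PDZ domain / Buffer or medium: sodium phosphate/NaCl buffer pH 7.4 with TCEP, IgG, Thesit / Reagent: TMR-labelled reporter peptide T*-PRC34 bound in PDZ groove / Compound dosing: single point, 20 µM / Schedule: 1 h incubation at room temperature before polarization reading / Technique: fluorescence polarization (mP) / Benchmarks: unlabelled peptide, DMSO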
The depositor's hits bear a star; nt = not tested or not shown.

SMILES	NSD2 inh	Rtt109 Vps75	SR-BI uptake up	MITF act	PvdQ inh	dFosB activator	CAL PDZ FP-1	SR-BI DiI inh	PfHsp90 set2	CAL PDZ FP-2
COc1ccccc1CNC(=O)[C@H](C)NC(=O)C1CCN(C(=O)[C@@H]2CCCN2C(=O)OC(C)(C)C)CC1	nt	-15	13	14	-10	-4	-2	-13	18	-0.2
Cc1ccc(S(=O)(=O)N(C)c2ccc(C(=O)NCC(c3ccco3)N(C)C)cc2)cc1 (stereo unspecified)	1	7	-33	5	-11	-12	nt	33	17	-0.4
O=S(=O)(Nc1nc2ccccc2nc1NCc1ccco1)c1ccc(Cl)cc1	5	3	9	-7	-10	3	1	-9	-22	-0.6
CCN(CC)S(=O)(=O)c1ccc2c(c1)oc(=O)n2CC(=O)NC1CCCCC1	5	-3	34	-3	-14	-2	-1	-34	-1	-1.6
Cc1nnc(SCC(=O)Nc2cccnc2Cl)s1	0	-2	15	12	-2	-1	-2	-15	-7	-1.7
C[C@@H]1CCCCCCCCC(=O)OCCN(C(=O)OC(C)(C)C)[C@H](C)CCCCCCCCC(=O)OCCN1C(=O)OC(C)(C)C	nt	2	27	-5	-17	-3	2	-27	-12	-0.6
CCCC(=O)NCc1ccccc1Cl	-4	-4	-6	13	-4	-4	-3	6	nt	-1.3
O=C(Nc1ccccc1-c1nnn(CC(=O)N2CCOCC2)n1)c1ccc(F)cc1	0	15	-15	14	0	-15	-2	15	19	-2.4
Cc1cccc(C(=O)NNC(=O)C2CC2)c1	-1	3	11	1	-1	-7	-1	-11	17	-1.5
CCOc1ccc(C(CCc2ccccc2)NC(=O)c2ccccc2OC)cc1OCC (stereo unspecified)	-6	14	-12	-3	11	4	5	12	-13	-0.1
O=C1CCc2cc(S(=O)(=O)NC(Cc3ccccc3)C(=O)NCCC3=CCCCC3)ccc2N1 (stereo unspecified)	nt	8	-14	-1	-20	-10	nt	14	6	-1.2
O=C(COC(=O)c1ccc(F)c(S(=O)(=O)N2CCOCC2)c1)NCc1ccc2c(c1)OCO2	-5	-9	-30	-7	-13	-14	-1	30	nt	-2.5
COc1ccc(CNC(=O)c2cccc(NC(=O)c3ccccc3)c2)cc1	-6	-5	-65	3	-9	-12	-1	65	10	-1.6
CC(C)Sc1nnc([C@@H]2CCCN2C(=O)OC(C)(C)C)o1	0	-6	-5	0	-17	-8	nt	5	17	1.6
Cc1ccc(OCc2n[nH]c(=S)n2-c2ccc(Br)cc2)cc1	4	7	-5	nt	12	-5	0	5	17	-0.6

The last two entries of the part above open the next one.
SMILES	NSD2 inh	Rtt109 Vps75	SR-BI uptake up	MITF act	PvdQ inh	dFosB activator	CAL PDZ FP-1	SR-BI DiI inh	PfHsp90 set2	CAL PDZ FP-2
CC(C)Sc1nnc([C@@H]2CCCN2C(=O)OC(C)(C)C)o1	0	-6	-5	0	-17	-8	nt	5	17	1.6
Cc1ccc(OCc2n[nH]c(=S)n2-c2ccc(Br)cc2)cc1	4	7	-5	nt	12	-5	0	5	17	-0.6
CN(C)C(=O)c1cc(C(=O)c2ccc(C(F)(F)F)cc2F)c[nH]1	nt	7	-2	10	-1	3	2	2	18	-1.9
CCn1c(CNC(=O)Cc2ccc(OC)cc2)nnc1SCC(=O)c1ccccc1	0	0	4	6	-14	-5	0	-4	-6	0.9
CC(C)(C)OC(=O)NCCC(=O)N/N=C/c1ccc2ncccc2c1	-2	2	2	1	5	-3	nt	-2	-3	-0.7
O=C(C1CCC1)N1CCc2cc(S(=O)(=O)N3CCCCC3)ccc21	6	-2	-4	4	-13	-7	-4	4	3	nt
O=C1CSC(=S)N1c1cccc(F)c1	0	7	29	-32	-12	5	-10	-29	-6	nt
Cc1c(C(=O)N2CCN(c3ncccn3)CC2)oc2c(Cl)cccc12	-3	1	-11	17	-13	-21	-2	11	8	-2.2
Cc1ccc(NC(=O)CSc2ncc(-c3ccccc3)n2C(=O)c2ccccc2)cc1	0	11	4	nt	-4	-2	2	-4	-17	-1.0
COc1ccc(N2Cc3ccccc3C2=NC(=O)c2ccc(C)cc2)cc1OC	7	-6	-13	3	-1	-9	nt	13	-9	0.0
CN(C)Cc1ccccc1C1(O)c2ccccc2CSc2ccccc21 (stereo unspecified)	-2	-4	16	7	-11	-1	-1	-16	-35	-0.4
O=C(NCCNc1ccc([N+](=O)[O-])cc1)c1cccc(Br)c1	-3	0	12	-3	-12	2	0	-12	-8	-0.2
O=C(COc1ccccc1Cl)Nc1ccccc1C(=O)Nc1cccc(C(=O)O)c1	8	9	45	6	4	-5	nt	-45	-16	0.2
CCOC(=O)c1noc(C)c1C(=O)Nc1nccs1	8	11	9	-2	0	-3	-4	-9	-13	-0.5
O=C(Nc1c2c(nc3ccccc13)CCCC2)c1ccccc1Br	-2	-10	0	4	-11	-9	-5	0	-3	-2.6
CCOC(=O)c1sc(NC(=O)Nc2ccccc2)cc1C	0	1	-54	105*	-4	11	-1	54	19	0.0
COc1ccc(OC)c(C2C3=C(COC3=O)Nc3cc4c(cc32)OCO4)c1 (stereo unspecified)	0	-3	11	-41	-7	2	nt	-11	nt	0.2
CN1CCN(S(=O)(=O)c2ccc(NC(=S)NC(=O)C(C)(C)C)cc2)CC1	16	-8	1	-4	-13	-7	0	-1	-5	-0.5
O=C(Nc1ccc(F)cc1)Nc1cccnc1	nt	10	-1	10	3	0	5	1	23	-1.7
CN(C)CCN1C(=O)C(=O)/C(=C(/O)c2ccc(S(=O)(=O)N3CCOCC3)cc2)C1c1ccccc1 (stereo unspecified)	-4	-17	12	22	1	-5	-2	-12	17	-2.1
COc1ccc(-n2c(Cc3ccccc3)nnc2SCC(=O)N2CCCc3ccccc32)cc1	-2	6	-13	-5	-9	-2	-1	13	19	-0.8
CCn1nc(C)c(/C=N/NC(=O)c2nc3nc(C)cc(C)n3n2)c1C	-2	-19	24	nt	12	-7	-4	-24	4	0.7
COc1ccccc1NS(=O)(=O)c1ccc(C(N)=O)cc1	-3	6	4	-9	14	-2	-2	-4	22	0.4
COc1ccc(/C=N/NC(=O)C(Cc2c[nH]c3ccccc23)NC(=O)OCC(C)C)cc1[N+](=O)[O-] (stereo unspecified)	2	1	1	nt	0	-10	-2	-1	nt	-1.1
COc1ccc(CCNC(=O)CC2Oc3ccc(Cl)cc3NC2=O)cc1OC (stereo unspecified)	nt	-7	6	1	-6	12	-2	-6	16	0.0
COCCn1c(SCC(=O)N2CCC(C)CC2)nc2ccccc2c1=O	-1	3	1	3	3	-5	11	-1	4	nt
Cc1ccc(S(=O)(=O)NCCC(=O)NCc2ccc(Cl)cc2)cc1C	-2	-3	nt	4	-16	-11	66*	-11	-4	-1.7
NS(=O)(=O)c1cccc(NC(=O)CN2CCN(S(=O)(=O)c3ccc4c(c3)OCCO4)CC2)c1	0	-9	2	-1	-7	1	0	-2	21	-0.9
c1ccc(Cn2nnnc2C(c2ccccc2)N2CCN(c3nc4ccccc4s3)CC2)cc1 (stereo unspecified)	-2	5	-45	9	-19	-7	nt	45	-3	-2.2
CCNC(=O)CC1C(=O)N(CC)C(=S)N1NC(=O)c1ccc(Cl)cc1 (stereo unspecified)	-1	-7	17	nt	-4	-1	-2	-17	-4	-1.2
S=C(c1ccc2c(c1)OCO2)N1CCCCC1	-9	4	9	5	-3	0	0	4	-15	0.6
CCOC(=O)c1sc(C)c(C(N)=O)c1NC1=NCCCCC1	1	5	-14	-8	-6	-2	-1	14	-49	-0.3
CCc1cc2c(-n3nc(C)cc3C)ncnc2s1	-3	1	-19	-6	8	-12	6	19	nt	-0.5
C#CCN(CC=C)C(=O)c1ccc(OC2CCN(S(=O)(=O)N(C)C)CC2)cc1	-1	5	-16	nt	-4	1	-4	16	2	-1.2
COc1ccc(N2C(=O)C(Cl)=C(N3CCOCC3)C2=O)cc1	-3	-2	-27	nt	0	5	2	27	-16	0.8
CCC1CCCCN1CCCNC(=O)CNC(=O)Cn1ccc2ccccc2c1=O (stereo unspecified)	-2	14	2	nt	-12	-4	-1	-2	nt	0.6
Cc1ccccc1NC(=O)COC(=O)CCc1ccccc1	-1	3	6	3	-10	1	-5	-6	5	-1.2
O=C(Cn1c(=O)[nH]n(-c2ccccc2)c1=O)N1CCCc2ccccc21	-2	6	4	-3	-17	1	-2	-4	9	-1.8
O=C(COC(=O)CCSc1ccc(Cl)cc1)NCc1ccccc1	-2	-5	-8	4	-5	-3	-1	8	-136	1.3
CC(C)(C)c1ccc(C(=O)c2c[nH]c(C(=O)NCc3cccnc3)c2)cc1	0	-7	-7	nt	6	-18	1	7	-4	-1.9
O=C(Nc1ccccc1)c1ccc(OC(=O)c2cc3ccccc3o2)cc1	-1	-4	3	24	-23	5	nt	-3	10	-2.8
CCSc1nnc(NC(NC(=O)c2ccco2)(C(F)(F)F)C(F)(F)F)s1	-1	11	7	-5	-7	3	0	-7	7	-0.9
Cc1ccc(C(=O)NC2CCN(CC(=O)NC3CCC(C)CC3)CC2)cc1 (stereo unspecified)	-4	2	-34	-3	-15	-3	0	34	0	-2.6
CC(c1nc2scc(-c3ccccc3)c2c(=O)[nH]1)N1CCN(CC(=O)NC2CC2)CC1 (stereo unspecified)	0	13	-32	-3	0	-9	-2	32	3	-2.2
Cc1nn(C)cc1S(=O)(=O)N1CCN(c2ccc(F)cc2)CC1	0	1	-6	2	-13	-4	-6	6	1	-1.7
CC1(C)Cc2c(C#N)c(NCC3CCCO3)nc(-c3ccco3)c2CO1 (stereo unspecified)	-35	-31	-26	-1	-11	-10	-3	26	6	-0.8
COc1ccc(C(=O)C2CCCN(C(=O)c3cccnc3SC)C2)c(C)c1 (stereo unspecified)	-5	14	12	-1	3	-1	nt	-12	24	0.1

Screening results: PubChem, Broad Institute
